High-throughput results (PubChem BioAssay)
14-3-3 PPI: 14-3-3 gamma protein interaction modulation. P61981. FP, 14-3-3gamma / TMR-pS259-Raf peptide binding. inhibition, % at 40 µM. 160,000 compounds, 0.19% hits. AID 422; in the data active = inhibition above about 30%;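 note: 0% = protein plus tracer without compound and 100% = blank with tracer alone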
Target sequence (P61981 whole entry, looked up): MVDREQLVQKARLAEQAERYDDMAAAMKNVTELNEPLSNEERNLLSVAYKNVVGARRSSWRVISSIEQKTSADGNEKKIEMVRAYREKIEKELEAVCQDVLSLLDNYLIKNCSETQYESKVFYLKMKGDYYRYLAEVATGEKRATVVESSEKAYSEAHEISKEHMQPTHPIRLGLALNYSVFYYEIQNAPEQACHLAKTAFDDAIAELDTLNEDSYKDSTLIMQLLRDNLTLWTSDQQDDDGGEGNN
* hit, by the source's call; & = joins results of further samples.

Sample of the layout:
entry	Structure	14-3-3 PPI
1	Cc1cccc(CC(=O)Oc2c(Sc3ccccc3[N+](=O)[O-])c(C)nn2C(C)(C)C)c1	-9
2	COc1cccc2cc(-c3ccc4c(c3)OCO4)c(=O)oc12	-4
3	CC(=O)N1N=C(c2ccc(Br)cc2)CC1c1ccc([N+](=O)[O-])cc1 (stereo unspecified)	-6

The list itself, from the first entry:
entry	Structure	14-3-3 PPI
1	Cc1cccc(CC(=O)Oc2c(Sc3ccccc3[N+](=O)[O-])c(C)nn2C(C)(C)C)c1	-9
2	COc1cccc2cc(-c3ccc4c(c3)OCO4)c(=O)oc12	-4
3	CC(=O)N1N=C(c2ccc(Br)cc2)CC1c1ccc([N+](=O)[O-])cc1 (stereo unspecified)	-6
4	CCOCCc1nnc(NC(=O)Cc2ccccc2)s1	2
5	O=C(Nc1ccccc1N1CCOCC1)c1ccc2ccccc2n1	3
6	O=C(c1ccco1)N1CCN(S(=O)(=O)c2cccs2)CC1	-2&-10
7	Cc1ccc(C2OC3(C(=O)c4ccccc4C3=O)C3C(=O)N(c4cccc(Cl)c4C)C(=O)C23)cc1 (stereo unspecified)	-5
8	Cc1ccc(OCC(=O)Nc2ccc(-c3nnc(-c4ccco4)o3)cc2)cc1	1
9	Fc1ccc(-c2nnc3ccc(N4CCc5ccccc5C4)nn23)cc1	7
10	COC(=O)c1ccc(C(=O)OC)c(NC(=O)c2cc3ccccc3oc2=O)c1	-1
11	CCN(CC)c1ccc(NC(=O)c2ccc(NC(=O)C3CCCO3)cc2)c(C)c1 (stereo unspecified)	-49
12	CCOC(=O)c1ccc(CNC(=O)C(Cc2c[nH]c3ccccc23)NC(C)=O)o1 (stereo unspecified)	2
13	Cc1ccsc1C1CC(c2ccc(Cl)cc2)Nc2nnnn21 (stereo unspecified)	-4
14	O=C(NCc1ccco1)C(c1ccc(F)cc1)N(Cc1cccnc1)C(=O)Cn1nnc2ccccc21 (stereo unspecified)	3
15	CCOC(=O)c1c(C)[nH]c2ccc(O)cc12	-3
16	COc1ccc([N+](=O)[O-])cc1NC(=O)CCC(=O)Nc1ccc2nc(N3CCOCC3)cc(C)c2c1	2
17	O=C(O)CC1SC(=Nc2ccc(O)cc2)NC1=O (stereo unspecified)	-9
18	O=C(Nc1ccc(OC(=O)c2ccncc2)cc1)c1ccncc1	-5&2
19	CCOC(=O)c1cc2c(=O)n3ccccc3nc2n(CCCOC)c1=NC(=O)c1cccnc1	-17
20	CCn1c(C(C)NC(C)=O)nc2ccccc21 (stereo unspecified)	-3&-11
21	COc1ccc(Cn2c(SCc3cccc(F)c3)nc3ccsc3c2=O)cc1	2
22	Cc1cccc(-n2ncc3c(NCCc4ccccc4)ncnc32)c1	-5
23	NCCNc1ccc(Cl)cc1[N+](=O)[O-]	-9
24	N#Cc1ccc(N2C(=O)C3C4C=CC(CO)(O4)C3C2=O)cc1 (stereo unspecified)	-48
25	O=c1c2ccccc2c(-c2ccc(F)cc2)nn1-c1cc(N2CCOCC2)ccc1[N+](=O)[O-]	12
26	O=C(CSc1nnc(CNC(=O)c2cccs2)o1)NC1CCCCC1	2
27	COc1ccc(C(=O)Nc2ccc3oc(-c4cccc5ccccc45)nc3c2)cc1[N+](=O)[O-]	-64
28	COc1ccc(-n2c(-c3ccc(Br)cc3)cn3c4c(=O)n(C)c(=O)n(C)c4nc23)cc1OC	-23
29	O=C(O)c1cc(C(=O)O)cc(C23CC4CC(CC(C4)C2)C3)c1	1
30	COC(=O)CC(=O)CSc1nc2c(cc1C#N)CCC2	-11
31	NC(=O)c1c(NC(=O)c2ccccc2)sc2c1CCC2	-12
32	Cc1ccccc1N(C)C(=O)Cn1ncc2c(=O)oc3ccccc3c21	2
33	CCOC(=O)CCNCc1ccc(Cl)cc1	-3
34	O=S1(=O)CC(N2CCCCC2)C(N2CCCCC2)C1 (stereo unspecified)	-9
35	COc1ccc(-c2csc3nc(C)n(-n4cccc4)c(=O)c23)cc1	1
36	O=C(Nc1ncccn1)c1c(O)c2ccccc2[nH]c1=O	6
37	Cc1cc(C)nc(SCC(=O)Nc2ncc(Cc3cccc(C(F)(F)F)c3)s2)n1	-1
38	O=C(Nc1cccc(Cl)c1)c1cc(-c2ccc(Br)cc2)on1	-10
39	CCN(CC)CCCNc1nc(-c2ccccc2)nc2ccccc12	-14
40	CN(C)c1ccc(NC(=O)CSc2nc3ccccc3c(=O)n2CCN2CCOCC2)cc1	-1
41	CCCC1(C)NC(=O)c2ccccc2O1 (stereo unspecified)	-2
42	O=C(O)c1cc(=O)c2c(OCC(O)COc3cccc4oc(C(=O)O)cc(=O)c34)cccc2o1	14
43	CCOc1ccc(NS(=O)(=O)c2cc(Br)cc3c2N(C(C)=O)CC3)cc1	-11
44	COc1ccc(C2C(C(=O)N(C)c3ccc(OC)cc3)c3cc(OC)c(OC)cc3C(=O)N2C)cc1 (stereo unspecified)	-5
45	Cc1ccc(CS(=O)(=O)CCC(=O)NCCCOC(C)C)cc1	-1
46	CC1=C(C(=O)OCc2ccccc2)C(c2ccc(C(F)(F)F)cc2)NC(=O)N1C (stereo unspecified)	-3
47	COc1ccc(NS(=O)(=O)c2cc(C)ccc2OC)cc1OC	4
48	CCOc1ccccc1-n1c(=S)sc2c(=O)[nH]c(SCC(=O)c3ccccc3)nc21	1
49	O=C(CSc1nc2ccccc2[nH]1)NCCC12CC3CC(CC(C3)C1)C2	2
50	Cc1ccc2cc(CN(CCN3CCOCC3)C(=O)NCc3ccccc3)c(=O)[nH]c2c1C	-6
51	COc1ccccc1NC(=O)C1=C(C)NC2=C(C(=O)CC(c3ccc(OC)c(OC)c3)C2)C1c1ccccc1F (stereo unspecified)	-6
52	O=C(OCc1nc(-c2ccccc2)oc1COC(=O)c1cccc([N+](=O)[O-])c1)c1cccc([N+](=O)[O-])c1	-1
53	Cc1c(NC(=O)c2coc(=O)c(Br)c2)c(=O)n(-c2ccccc2)n1C	-1
54	C=CCn1c(Cc2csc(N)n2)nnc1SCc1ccc(C(=O)OC)cc1	-20
55	COC(=O)c1ccc(N2C(=O)CCC2=O)cc1	6
56	Nc1cc(=O)[nH]c(SCc2ccccc2Cl)n1	-5

New compounds follow
entry	Structure	14-3-3 PPI
57	Cc1nnc(SCC(=O)c2cc(C)n(-c3ccc4c(c3)OCO4)c2C)s1	-7
58	Cc1c(C(=O)NCCCN2CCOCC2)sc2nc(-c3ccccc3)cn12	-6
59	O=C(COCc1nc2ccccc2c(=O)[nH]1)NC1CCCC1	-6
60	Cn1c(=O)c2c(nc(Br)n2CCCc2ccccc2)n(C)c1=O	-1
61	CCOC(=O)C1CCCN(C(=O)CCNS(=O)(=O)c2cccc3nsnc23)C1 (stereo unspecified)	-5
62	Cc1ccc(S(=O)(=O)N(/C(N)=N/c2nc(C)cc(C)n2)c2ccc(C)c(Cl)c2)cc1	-2
63	CCOC(=O)CCc1c(C)c(C#N)c2nc3ccccc3n2c1Cl	-12
64	Cc1cc(C)c2[nH]c(C)c(CN3CCC(C)CC3)c(=O)c2c1	-4
65	CC(N)(C(=O)O)c1ccc(C(=O)O)cc1 (stereo unspecified)	6
66	CCN=C1SC(CC(=O)Nc2ccc(N3CCCCC3)cc2)C(=O)N1CC (stereo unspecified)	-6
67	COC(=O)Cc1c(O)c2ccccc2[nH]c1=O	-8
68	CCOC(=O)C1=NNC2C(=O)N(c3ccc(C)c(C)c3)C(=O)C12 (stereo unspecified)	4
69	CS(=O)(=O)N1CCC(C(=O)Nc2ccc(OCc3ccccc3)cc2)CC1	-2
70	CC(C)c1ccc(OCc2nc(-c3ccncc3)no2)c(Br)c1	-1
71	CCOC(=O)CCC(NC(=O)c1ccc(NCN2C(=O)c3ccccc3C2=O)cc1)C(=O)OCC (stereo unspecified)	-3
72	CCOC(=O)c1cc2c(=O)n3ccccc3nc2n(CCCOC)c1=NC(=O)c1cccc2ccccc12	-17
73	Cc1oc(C(=O)O)cc1COc1ccccc1Cl	0
74	COc1ccc(C2=NN3C(C2)c2ccccc2OC3c2ccccc2)cc1 (stereo unspecified)	-18
75	O=C(NCCc1ccc(Cl)cc1)c1ncn[nH]1	-1
76	NS(=O)(=O)c1ccc(NC(=O)CSC2CCCCC2)cc1	-1
77	CCCCCOC(=O)C1[C@H]2C(=O)N(Cc3cccs3)C[C@]23C=C[C@H]1O3 (stereo partly specified)	3
78	COc1ccc(N2C(=O)CN=C2Nc2nc(C)cc(C)n2)cc1	0
79	C=CCN1C(=O)NC2(CCCCC2)C1=O	2
80	O=C(CSc1nnc(-c2cccnc2)o1)c1cccc([N+](=O)[O-])c1	-1
81	CCOC(=O)c1c(NC(=O)CSc2ncnc3sc(C)c(C)c23)sc(C)c1C	-16
82	CCOC(=O)CNC(=O)c1cc2c(=O)n3ccccc3nc2s1	-2
83	COc1ccc(N2CCN(CCCn3c(=S)[nH]c4ncccc4c3=O)CC2)cc1	-6
84	COc1ccc(OC)c(C2C(C(=O)OC3CCCCCC3)=C(C)NC3=C2C(=O)CC(C)(C)C3)c1 (stereo unspecified)	3
85	COc1ccc(NC(=O)CSc2cc(=O)n(C)c3ccccc23)cc1Cl	-15
86	O=C1c2ccccc2C(=O)N1CC1c2ccccc2CCN1S(=O)(=O)c1cccc2cccnc12 (stereo unspecified)	-16
87	O=C(NC1CCCC1)C1CCCN1C(=O)Nc1ccc(Cl)cc1 (stereo unspecified)	2
88	CC(=O)N(C(C)=O)c1c(C#N)c(C)n(-c2ccccc2)c1C(=O)c1ccccc1	0
89	COc1ccc(OC)c(NC=C2C(=O)OC3(CCCCC3)OC2=O)c1	9
90	COc1ccccc1N1CCN(C(=O)c2cc(-c3ccc(Cl)cc3)on2)CC1	-2
91	COc1ccc(NC(=O)c2cc3c(=O)n(C)c4ccccc4c3n2C)cc1OC	-8
92	CCC(O)c1cc2c(cc1NC(=O)c1cccs1)OCCO2 (stereo unspecified)	2
93	CC/C(O)=C(/C#N)c1nnc2n1CCCCC2	-5
94	CCN(CC)C(=O)c1ccc2c(=O)n(Cc3ccc4c(c3)OCO4)c(=O)[nH]c2c1	-11
95	COc1ccccc1N1C(=O)c2ccc(-c3nc4cc(C)ccc4o3)cc2C1=O	-5
96	Cc1ccc(C2C(=O)N(C3CCCCCC3)CC(=O)N2CCc2ccccc2)cc1 (stereo unspecified)	0

Reprinted at random: two compounds from above.
entry	Structure	14-3-3 PPI
91	COc1ccc(NC(=O)c2cc3c(=O)n(C)c4ccccc4c3n2C)cc1OC	-8
94	CCN(CC)C(=O)c1ccc2c(=O)n(Cc3ccc4c(c3)OCO4)c(=O)[nH]c2c1	-11

Looked up above.
14-3-3 PPI with CCC(O)c1cc2c(cc1NC(=O)c1cccs1)OCCO2 (stereo unspecified) → 2
14-3-3 PPI with COc1ccc(OC)c(NC=C2C(=O)OC3(CCCCC3)OC2=O)c1 → 9
14-3-3 PPI with CC/C(O)=C(/C#N)c1nnc2n1CCCCC2 → -5

Next section.
entry	Structure	14-3-3 PPI
97	COc1ccc(C)cc1NC(=O)c1cc2cc3ccc(Cl)cc3nc2o1	-256
98	CCOCCCNC(=O)C1CCC(CNS(=O)(=O)c2cccc3nsnc23)CC1 (stereo unspecified)	-2
99	CCN1CCN(C(c2cccs2)C(C)NC(=O)c2ccccc2OC)CC1 (stereo unspecified)	6
100	COc1cccc(C(=O)Nc2ccc(Cl)c(-c3nc4cc(C)cc(C)c4o3)c2)c1	-178
101	O=C(Cn1c(=O)[nH]c2ccsc2c1=O)NCc1cccs1	-2
102	CCOc1cc2c(cc1OCC)C1C(C(=O)NC3CCCc4ccccc43)c3ccccc3C(=O)N1CC2 (stereo unspecified)	7
103	CC1CCN(S(=O)(=O)c2ccc(F)c(C(=O)O)c2)CC1	-6
104	Cc1c(Br)c(C(F)(F)F)nn1CC(=O)NCC1CCCO1 (stereo unspecified)	1
105	Cc1csc(NC(=O)CSc2nc(C(C)C)nc3c2c(=O)n(C)c(=O)n3C)n1	0
106	COc1ccc(CNC(=O)C(=O)Nc2cccc(C)c2C)cc1	-6
107	COc1ccc(-n2ccnc2SCC(=O)Nc2cccc(OC)c2)cc1	0
108	Cc1ccn2c(NC3CCCCC3)c(-c3ccsc3)nc2c1	6
109	CCCCOC(=O)c1ccc(NS(C)(=O)=O)cc1	-8
110	COc1ccc(OC)c(C2SCCN2C(=O)c2cc3cc(Br)ccc3oc2=O)c1 (stereo unspecified)	5
111	CCCCC(C(=O)Nc1ccc(C(=O)OC)cc1)N1C(=O)C2C3c4ccccc4C(c4ccccc43)C2C1=O (stereo unspecified)	-3
112	COC(=O)c1cc(NC(=O)C2CC(=O)NC(=Nc3ccc(C)cc3)S2)cc(C(=O)OC)c1 (stereo unspecified)	-49

Values by screen from above.
14-3-3 PPI for entries 108–111, in order: 6, -8, 5, -3

Continuation:
entry	Structure	14-3-3 PPI
113	CCCCC(=O)Nc1cccc2nsnc12	-23
114	CCOc1ccc(NC(=O)Cn2c(=O)n(-c3ccc(OCC)cc3)c(=O)c3sccc32)cc1	-14
115	COc1ccc(C2CCCN2C(=O)Nc2cccc(C(C)=O)c2)cc1OC (stereo unspecified)	1
116	Cc1cccc(NC(=O)c2ccc(N3CCCCC3)c([N+](=O)[O-])c2)c1	2
117	Cn1c(SCC(=O)Nc2nccs2)nnc1C12CC3CC(CC(C3)C1)C2	-5
118	O=S1(=O)c2ccccc2NC(c2ccc(Oc3ccccc3)cc2)N1Cc1ccccc1 (stereo unspecified)	2
119	Cc1nn(Cc2ccc(C(=O)Nc3ccc(C(=O)O)cc3)o2)c(C)c1Cl	-4
120	COc1cc(C(=O)Nc2cc(C)c(OCC(=O)N3CCOCC3)c(C)c2)cc(OC)c1OC	2
121	Cc1ccc(S(=O)(=O)N2CCCC(C(=O)NC3CC3)C2)cc1 (stereo unspecified)	1
122	Cc1[nH]c(=O)[nH]c(=O)c1NS(C)(=O)=O	0
123	O=C(Cc1ccc(Cl)cc1)NCC(=O)N1CCCC1	2
124	CCc1nc2sc3c(NCCCO)ncnc3c2c2c1CCCC2	-7
125	O=C(NCC(=O)N(CCN1CCOCC1)C(C(=O)NC1CCCC1)c1cccnc1)c1cccs1 (stereo unspecified)	-3
126	Cc1c(C(=O)N2CCN(c3ccccn3)CC2)sc2ncnc(N3CCN(c4ccccc4)CC3)c12	-3
127	CCOc1cc2c(c([N+](=O)[O-])c1)NC(c1ccc(Cl)cc1)C1CC=CC21 (stereo unspecified)	-13
128	COc1ccccc1C(=O)Nc1ccc2nc(SCC(=O)Nc3ccc(C)cc3C)sc2c1	-10

The list is partial (hit frequency here may not be typical).
